Screening data (PubChem)
LMNA splice mod: LMNA splicing modulation. HeLa LMNA splicing GFP/RFP minigene ratio, 48 h. AID 1487. 200,000 compounds, 0.01% hits. Potency, µM (doses to about 46.1 µM), for the others: top-dose ratio change, negative = inhibition, usual class: inhibitors; active = well fitted inhibition curve with a large enough effect in the signal ratio, with a control signal flat, not every such curve was filed as active; inconclusive = small, poorly fitted or top-dose-only effect, or effect the other way, or a change in a side signal; the % refers to the signal ratio; also: potency is read from the fitted curve at half-maximal effect; % is scaled to controls: 0 for no effect and ±100 for the full control effect
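S3 HeLa cells stably expressing lamin A-EGFP splicing minigene plus DsRed2, 600 cells/well, 48 h compound exposure at 37C. Laser-scanning cytometry; analysed as GFP (500-530 nm)/RFP (575-640 nm) total intensity ratio; 0.5% DMSO vehicle.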
HTT aggregate: reduces HttQ103-GFP aggregates in PC12 cells; PC12 HttQ103-GFP aggregates, Acumen cytometry, 40 h; Potency, µM (top dose mostly 46.1 µM), inactives show top-dose activity change, negative = inhibition, hits mostly inhibitors; 220,000 compounds, 1.1% hits; also: potency is read from the fitted curve at half-maximal effect; % is scaled to controls: 0 for no effect and ±100 for the full control effect; nearly all actives have a fitted effect of over 60% in size
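Ecdysone-promoter PC12 model expressing HTT exon 1 Q103 fused to GFP, induced by tebufenozide at 100 nM final. Compounds titrated; aggregates sized 1–25 µm scored on a 488 nm laser cytometer.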
IMPase Li inh: IMPase inhibition in cells with lithium potentiation | CHO-M1 cells, IP1 TR-FRET (IP-One), carbachol + lithium | Potency, µM (titrated, usually from 59.4 µM), without a hit: at the top dose activity, negative = IMPase inhibition, most hits filed as inhibitors | 210,000 compounds, 0.35% hits | AID 1457;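 also: IP1 builds up when IMPase is blocked and the TR-FRET signal falls; potency is read from the fitted curve at half-maximal effect; plate controls were basal vehicle for no effect and high inhibitor control for full effect; nearly all actives have a fitted effect of over 50% in size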
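Lithium-sensitised IP1 accumulation assay; M1-expressing CHO cells treated 30 min at 37C with compound. Competitive antibody detection by time-resolved FRET followed a 10 min room-temperature lysis step.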
NPSR antag: antagonists of human neuropeptide S receptor cAMP signaling; Q6W5P4; CHO-NPSR cells, cAMP TR-FRET, antagonist mode; 220,000 compounds, 1% hits; AID 1461; Potency, µM (series often up to 38.3 µM), without a hit: at the top dose activity change, negative = inhibition, usual class: inhibitors; also: potency is read from the fitted curve at half-maximal effect; % is scaled to controls: 0 for no effect and ±100 for the full control effect; nearly all actives have a fitted effect of over 50% in size; many of its hits are not listed in these tables
Target sequence (Q6W5P4 whole entry, looked up): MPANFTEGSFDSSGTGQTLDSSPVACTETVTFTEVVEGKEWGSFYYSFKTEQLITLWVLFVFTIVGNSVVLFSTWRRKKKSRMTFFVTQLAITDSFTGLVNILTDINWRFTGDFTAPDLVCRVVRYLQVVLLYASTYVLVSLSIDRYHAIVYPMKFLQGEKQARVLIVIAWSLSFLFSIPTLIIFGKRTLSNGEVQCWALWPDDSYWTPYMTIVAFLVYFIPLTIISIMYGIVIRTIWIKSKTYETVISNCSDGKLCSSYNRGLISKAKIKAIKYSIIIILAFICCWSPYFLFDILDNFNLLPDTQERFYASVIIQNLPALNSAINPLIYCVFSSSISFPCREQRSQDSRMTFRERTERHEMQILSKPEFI
Epigenetic reg: epigenetic control regulation, reporter derepression | murine LDR cells, GFP reporter derepression, 30 h | Potency, µM (series often up to 53.9 µM), for the others: at the highest dose GFP activation, hits mostly activators | 280,000 compounds, 0.2% hits | AID 1865; also: potency is read from the fitted curve at half-maximal effect; % of control where 0% means no effect; nearly all actives have a fitted effect of over 60% in size
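Derepression of a silenced CMV-GFP reporter in murine LDR cells is scored by enumerating GFP-positive cells with a laser-scanning microplate cytometer after 30 hours of treatment at 37 C.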
Luc counter: counter-screen: inhibitors of Kinase-Glo firefly luciferase; Potency, µM (doses to about 38.3 µM), inactives show at the top dose activity change, negative = inhibition, most hits filed as inhibitors; Kinase-Glo luciferase, ATP luminescence, 8 min; AID 1379; 200,000 compounds, 0.28% hits; also: potency is read from the fitted curve at half-maximal effect; % is scaled to controls: 0 for no effect and ±100 for the full control effect; nearly all actives have a fitted effect of over 60% in size
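Inhibition of Kinase-Glo luciferase light generation was assessed at 10 uM ATP in pH 7.2 imidazole buffer, with luminescence measured after eight minutes at ambient temperature.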
CBFb-RUNX1 inh: CBF-beta/RUNX1 interaction disruption; AID 1477; 230,000 tested, under 10 active; Potency, µM (top dose mostly 59.8 µM), for inactives: at the highest dose activity, negative = inhibition, most hits filed as inhibitors; Q01196+Q13951; AlphaScreen CBFb-His/RUNX1-biotin binding, biochemical; also: % of control where 0% means no effect
Target sequence (Q01196 whole entry, looked up): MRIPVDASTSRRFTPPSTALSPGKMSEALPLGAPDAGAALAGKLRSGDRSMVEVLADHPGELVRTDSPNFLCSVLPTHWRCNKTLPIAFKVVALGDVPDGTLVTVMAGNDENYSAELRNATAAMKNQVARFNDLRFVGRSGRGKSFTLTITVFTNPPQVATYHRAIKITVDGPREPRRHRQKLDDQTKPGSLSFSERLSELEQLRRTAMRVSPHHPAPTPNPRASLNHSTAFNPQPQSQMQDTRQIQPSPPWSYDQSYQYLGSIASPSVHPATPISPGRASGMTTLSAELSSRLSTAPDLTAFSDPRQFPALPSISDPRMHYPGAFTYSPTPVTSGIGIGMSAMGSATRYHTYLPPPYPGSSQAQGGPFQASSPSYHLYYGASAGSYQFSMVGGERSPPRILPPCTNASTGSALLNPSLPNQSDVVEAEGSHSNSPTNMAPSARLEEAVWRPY
Target sequence (Q13951 whole entry, looked up): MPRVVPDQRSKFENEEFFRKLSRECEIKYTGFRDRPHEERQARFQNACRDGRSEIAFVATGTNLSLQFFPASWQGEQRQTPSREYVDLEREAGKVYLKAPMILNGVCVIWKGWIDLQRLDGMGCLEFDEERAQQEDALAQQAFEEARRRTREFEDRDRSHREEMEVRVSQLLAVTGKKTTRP
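Compounds were screened at multiple concentrations against a preformed CBF-beta(His)/RUNX1(biotin) complex (30 nM of each) for 15 min at room temperature, followed by 90 min with nickel and streptavidin beads and AlphaScreen reading.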
* = called active by the depositor; u = inconclusive; x = no result given; & = joins results of further samples; [ ] = remark or other dose. Unless noted, calls follow the shape of the dose curve; as a rule, active = well fitted curve in the direction sought with a large enough effect; inconclusive = small, poorly fitted or top-dose-only effect, or another doubt; inactive = no such curve, though single readings can be large; an effect the other way counts as inactive or inconclusive. The list is partial, so the mix of outcomes need not match the whole.

No. | structure | CBFb-RUNX1 inh | IMPase Li inh | LMNA splice mod | Luc counter | NPSR antag | HTT aggregate | Epigenetic reg
1 | Nc1ccc(C(=O)OCCCc2nc3cc4ccccc4cc3[nH]2)cc1 | 2.9% | x | x | x | -8.7% | 1.3%[9.22 µM] | 5.4%
2 | Cc1nonc1C(=O)N/N=C/c1ccc([N+](=O)[O-])o1 | 14.3% | 14.3% | u | -6.0% | -1.8% | u | 6.0%
3 | COc1ccccc1C(=O)C1CCCN(C(=O)CCn2cnnn2)C1 (configuration not stated) | 9.1% | x | x | x | 0.8% | 7.4%[9.22 µM] | -0.1%
4 | Cc1cc(C(=O)N/N=C/c2cccc([N+](=O)[O-])c2)c(C)o1 | 0.0% | -5.2%[38.3 µM] | -2.2% | -15.9% | -3.0%[46.1 µM] | 28.4% | 4.0%
5 | CCCCCCCCOc1ccc(C2OC34CCCCC3C(C#N)(C#N)C2(C#N)C(=N)O4)cc1 (configuration not stated) | 8.8% | -13.3%[38.3 µM] | 3.1% | -0.4% | -18.5%[46.1 µM] | 7.1% | -0.7%
6 | Cc1ccc(-c2ccc(C(=O)O)c(C)n2)cc1 | 7.2% | 2.8% | -1.9% | -0.5% | 4.3% | 4.0% | 1.1%
7 | Cc1ccc(C)c(C(=O)N(Cc2nc(-c3ccc(Cl)cc3)no2)C(C)C)c1 | 6.1% | 5.3%[38.3 µM] | -13.8% | -1.6% | u | 22.4µM* | 2.7%
8 | CS(=O)(=O)N1CCN(c2ccccc2NC(=O)c2ccco2)CC1 | -1.8% | 17.4%[38.3 µM] | 15.1% | 2.1% | -2.9%[46.1 µM] | -10.0% | -1.1%
9 | Nc1ccnn1Cc1ccncc1 | 0.1% | -9.7% | x | -3.7% | -10.6% | 3.8%[9.22 µM] | -1.0%
10 | C=C(C)C(=O)N1CC2(CC(c3cccc(NC(=O)CC(c4ccccc4)c4ccccc4)c3)=NO2)C[C@H]1C(N)=O (some centres not stated) | 1.9% | x | x | x | 3.2% | 41.3%[9.22 µM] | 1.4%
11 | Cc1ccc(-c2nnn(CC(=O)Nc3nnc(C(C)C)s3)n2)cc1 | -4.2% | 5.2% | x | -1.9% | 10.2% | -21.7%[9.22 µM] | 0.1%
12 | CCOc1ccc(CN2CCN(C/C=C/c3ccc(OC)cc3)CC2CCO)cc1 (configuration not stated) | 4.0% | 9.6% | u | -0.4% | 15.2% | 11.9%[9.22 µM] | 1.1%
13 | O=C(NN1C(=O)C2C3C=CC(C3)[C@H]2C1=O)c1cccnc1 (some centres not stated) | 11.9% | -7.5% | -14.3% | -1.9% | 12.0% | -7.6% | 0.0%
14 | CCc1ccc2[nH]c(=O)c(CN(CCN3CCCC3)C(=O)NC3CCCCC3)cc2c1 | 4.3% | x | 2.9% | x | -24.7%[46.1 µM] | -20.8% | -3.0%
15 | COc1ccccc1OCCSc1nnnn1-c1ccc(C)cc1 | 16.7% | 17.2%[38.3 µM] | -12.3% | 2.9% | -9.3%[46.1 µM] | -12.4% | 3.2%
16 | Cc1cc(NC(=O)CN2C(=O)CCSc3ccccc32)no1 | -3.6% | 3.5% | -3.0%[9.22 µM] | -0.5% | 5.7% | -11.1% | -4.4%
17 | C=CCOC(=O)N[C@H](/C(C(=O)OC)=C(\C)NCc1ccccc1)c1cccc(C(F)(F)F)c1 | -5.3% | 29.7% | x | 1.0% | x | x | -1.1%
18 | C/C(=C\c1ccccc1)CN(C)CCN(C)C | 4.9% | 7.9%[38.3 µM] | 5.6% | -1.3% | 5.0%[46.1 µM] | 4.9% | -0.9%
19 | O=C(N/N=C/c1ccccn1)c1cccnc1 | -6.2% | x | x | x | -25.5% | -3.8%[9.22 µM] | 13.1%
20 | COc1cc(/C=c2\s/c(=C(/C#N)C(=O)N3CCCC3)n(-c3ccccc3)c2=O)ccc1O | -10.3% | -17.1%[38.3 µM] | 1.6% | -9.3% | -11.4%[46.1 µM] | 9.6% | u
21 | Cc1cccc(C)c1NS(=O)(=O)c1ccc(OCCNS(C)(=O)=O)cc1 | 2.8% | 5.3% | x | x | -16.4% | 2.9% | 0.4%
22 | O=C(NCCC(c1ccccc1)c1ccccc1)c1ccc(Br)o1 | -0.3% | 35.2%[activator][38.3 µM] | -9.6% | 0.0% | u | -14.5% | 0.5%
23 | CN1CCCC(OC(=O)COc2ccc(Br)cc2)C1 (configuration not stated) | 1.7% | 7.2%[38.3 µM] | 9.1% | -0.7% | 13.5%[46.1 µM] | 1.3% | -1.1%
24 | CCOC(=O)N(NC(=O)C(O)(CC(C)C)CC(C)C)c1ccccc1 | 5.3% | -1.7% | -2.5% | 0.9% | 16.0% | 18.7% | -1.1%
25 | NS(=O)(=O)c1ccc(NC(=O)CSc2ccc3ccccc3n2)cc1 | -2.7% | 5.7%[38.3 µM] | u | -3.0% | 1.8%[46.1 µM] | 17.0% | -1.1%&-1.0%
26 | CC1(C)Cc2c(c(-c3ccco3)nc3sc4c(NCC5CCCO5)ncnc4c23)CO1 (configuration not stated) | -1.3% | 10.2% | 0.8% | -3.6% | 0.3% | 1.5% | -1.0%
27 | O=C(Nc1ccc(S(=O)(=O)N2CCOCC2)cc1)C1CCCCC1 | 12.0% | 20.6%[38.3 µM] | 0.2% | -0.2% | -3.5%[46.1 µM] | 3.9% | -1.1%
28 | COc1ccc(Cl)cc1NC(=S)N(Cc1cccnc1)Cc1ccco1 | 7.9% | 6.2% | 20.7%[46 µM] | 0.9% | -40.5% | -9.8% | -0.1%
29 | O=C(N/C(=C/c1ccco1)C(=O)N1CCCCCC1)c1cccs1 | -2.7% | -6.9%[38.3 µM] | 6.6% | -1.7% | -10.4%[46.1 µM] | 10.5% | -2.1%
30 | Cc1ccc(C)c(S(=O)(=O)NCc2ccc(C(=O)N3CCCCCC3)cc2)c1 | 4.3% | 6.6% | u | -0.9% | -10.9% | 2.2% | -2.0%
31 | C[C@H](C(=O)O)c1cccc(Oc2ccccc2)c1 | 7.8%[21.7 µM] | 2.8% | u | -0.8%[17.1 µM] | x | 3.2%[20.6 µM] | 1.1%[16.9 µM]
32 | CCCC(=O)Nc1ccc(C(=O)NCC(=O)OCC)cc1 | 0.6% | -9.2%[38.3 µM] | 8.8% | 5.5% | 0.6%[46.1 µM] | 18.2%[9.22 µM] | 0.1%
33 | O=C(CCCCC(=O)N1CCOCCOCCOCC1)OCc1ccccc1 | 5.8% | x | x | x | -3.2% | 13.4%[9.22 µM] | -0.6%
34 | CCCCNC(=O)Oc1cccc(N2CCCC2=O)c1 | 11.1% | -0.2% | -8.3% | 0.8% | -6.4%[46.1 µM] | -19.2% | -1.1%
35 | COc1ccccc1NC(=O)N1CCCC1C(=O)NCc1ccc(F)cc1 (configuration not stated) | 3.2% | -1.5%[38.3 µM] | 9.3% | -2.2% | 5.7%[46.1 µM] | -2.2% | 0.7%
36 | C=CCn1c(SCc2c(C(=O)OC)sc(N)c2C(=O)OC)nnc1-c1ccc(Br)cc1 | -0.6% | 32.7%[activator][38.3 µM] | 16.1% | 6.4% | u | 26.8%[9.22 µM] | -0.3%
37 | CCN1C(=S)SC(=O)C1=C1C=C(C)N(Cc2ccco2)C(C)=C1 | u | 15.3%[38.3 µM] | u | -0.7% | u | u | -1.1%
38 | O=P(O)(CCc1ccccc1)C(O)c1ccccc1 (configuration not stated) | 2.3% | 7.2%[38.3 µM] | 8.8% | -7.2% | 0.5%[46.1 µM] | 27.7% | -2.5%
39 | Cc1[nH]c(=O)[nH]c(=O)c1/C=C/C(=O)OCC(C)C | 6.0% | 2.6% | u | 3.2% | -1.9%[46.1 µM] | -1.0% | 0.0%
40 | COC/C=C/C1=CC2=CC(=O)C(C)(OC(=O)c3cnc4ccccc4n3)C(=O)C2=CN1CCCCO (configuration not stated) | -2.5%[13.1 µM] | 1.7% | -0.7%[9.22 µM] | -2.9%[7.66 µM] | 7.6% | 4.2%[9.22 µM] | -1.1%

The last 4 compounds of the part before open the next one.
No. | structure | CBFb-RUNX1 inh | IMPase Li inh | LMNA splice mod | Luc counter | NPSR antag | HTT aggregate | Epigenetic reg
37 | CCN1C(=S)SC(=O)C1=C1C=C(C)N(Cc2ccco2)C(C)=C1 | u | 15.3%[38.3 µM] | u | -0.7% | u | u | -1.1%
38 | O=P(O)(CCc1ccccc1)C(O)c1ccccc1 (configuration not stated) | 2.3% | 7.2%[38.3 µM] | 8.8% | -7.2% | 0.5%[46.1 µM] | 27.7% | -2.5%
39 | Cc1[nH]c(=O)[nH]c(=O)c1/C=C/C(=O)OCC(C)C | 6.0% | 2.6% | u | 3.2% | -1.9%[46.1 µM] | -1.0% | 0.0%
40 | COC/C=C/C1=CC2=CC(=O)C(C)(OC(=O)c3cnc4ccccc4n3)C(=O)C2=CN1CCCCO (configuration not stated) | -2.5%[13.1 µM] | 1.7% | -0.7%[9.22 µM] | -2.9%[7.66 µM] | 7.6% | 4.2%[9.22 µM] | -1.1%
41 | O=C(NNS(=O)(=O)c1ccc2ccccc2c1)NC1CCCCC1 | -0.3% | -5.1% | -22.1% | 1.7% | 13.8% | 15.3% | -1.5%
42 | c1ccc(CCc2ccccc2-c2nc(-c3cccnc3)no2)cc1 | 6.1% | 22.4% | -9.8% | -2.3% | -22.1%[46.1 µM] | 20µM* | -3.4%
43 | Cc1nnc(OCC(=O)NCCC2=CCCCC2)c2ccccc12 | -10.3% | 0.4%[38.3 µM] | 0.3% | -4.9% | -6.3%[46.1 µM] | 18.8% | 1.0%
44 | CCOC(=O)c1cncc(C(=O)O)c1 | 3.6% | -24.4%[38.3 µM] | 5.8% | -0.6% | 0.2%[46.1 µM] | 29.6% | -1.2%
45 | COc1ccc(C(=O)COC(=O)c2cccnc2Cl)c(OC)c1 | u | -5.4% | 6.2%[46 µM] | -4.7% | 4.5% | -9.0% | 0.9%
46 | Cc1cc(C)cc(NC(=O)CN2C(=O)NC(C)(c3ccccc3)C2=O)c1 (configuration not stated) | -1.0% | -3.9%[38.3 µM] | 5.0% | -1.7% | -5.6%[46.1 µM] | -1.1% | -1.2%
47 | Cc1ccc(NC(=O)CNC(=O)c2cccs2)cc1S(=O)(=O)Nc1ccc(Cl)cc1 | 1.8% | 1.3% | u | 0.3% | -29.7% | -15.4% | 1.3%
48 | CCOC(=O)CSc1nc2cc3c(cc2cc1C#N)OCO3 | 4.9% | -0.2%[38.3 µM] | 5.7% | 0.9% | 18.4%[46.1 µM] | 6.0% | u
49 | O=C1C=C(Nc2ccccc2O)c2ccccc2C1=O | -22.3% | 57.4%[activator][38.3 µM] | u | -16.5% | u | u | 0.0%
